# Screening results deposited in PubChem BioAssay by several laboratories.
# TRPC4 act – activators of mouse TRPC4 channel, primary screen, Fluo4 calcium, HEK293 TRPC4beta/mu-opioid cells | 310,000 tested, 0.49% active | Fluo4 calcium fluorescence; stronger effect = higher value | Short transient receptor potential channel 4 (Mus musculus), Q9QUQ5 | B-score at 10 µM | AID 2237, 2010;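 active = B-score above 5 SD of library B-scores, and initial fluorescence ratio not above library mean plus 5 SD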;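 also: positive B-score marks a calcium rise read as TRPC4 activation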
# Target sequence (Q9QUQ5 whole entry, looked up): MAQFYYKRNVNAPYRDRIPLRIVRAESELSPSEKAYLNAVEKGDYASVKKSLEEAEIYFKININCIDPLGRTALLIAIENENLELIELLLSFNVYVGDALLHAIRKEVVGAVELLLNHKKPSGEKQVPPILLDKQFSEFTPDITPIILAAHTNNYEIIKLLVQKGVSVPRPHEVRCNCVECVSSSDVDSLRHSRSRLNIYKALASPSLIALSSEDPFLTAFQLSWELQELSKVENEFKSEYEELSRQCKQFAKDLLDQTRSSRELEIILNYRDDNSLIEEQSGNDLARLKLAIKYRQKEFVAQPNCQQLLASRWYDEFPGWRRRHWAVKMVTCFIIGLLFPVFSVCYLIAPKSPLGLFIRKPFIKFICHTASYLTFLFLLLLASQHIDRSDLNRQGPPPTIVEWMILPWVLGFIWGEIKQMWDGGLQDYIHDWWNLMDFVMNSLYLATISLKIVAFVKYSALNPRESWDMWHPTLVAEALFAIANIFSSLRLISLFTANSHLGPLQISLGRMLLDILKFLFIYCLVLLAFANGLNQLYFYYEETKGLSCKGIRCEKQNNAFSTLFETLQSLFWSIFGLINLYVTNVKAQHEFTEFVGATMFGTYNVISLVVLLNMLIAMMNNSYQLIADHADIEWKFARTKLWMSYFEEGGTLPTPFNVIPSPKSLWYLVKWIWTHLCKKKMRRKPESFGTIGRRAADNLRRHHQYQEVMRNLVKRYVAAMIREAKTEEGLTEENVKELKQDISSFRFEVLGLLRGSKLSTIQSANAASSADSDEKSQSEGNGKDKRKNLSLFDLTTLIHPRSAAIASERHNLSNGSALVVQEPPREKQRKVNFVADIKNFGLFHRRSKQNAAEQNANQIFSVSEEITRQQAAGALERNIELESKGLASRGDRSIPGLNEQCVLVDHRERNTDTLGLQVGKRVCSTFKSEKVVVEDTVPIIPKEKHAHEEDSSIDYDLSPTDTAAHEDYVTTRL
#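 Assay system – TRPC4beta and mu-opioid receptor HEK293 stable cells · Measured by – Fluo4 fluorescence, kinetic · Schedule – dye loading 45 min room temperature, 110 s kinetic read · Read-out – B-scored integrated calcium fluorescence ratio · Controls – buffer and maximal DAMGO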
# KCNQ1 block – inhibitors of human KCNQ1 channel, primary screen, cell-based, thallium flux, high-throughput; Potassium voltage-gated channel subfamily KQT member 1 (Homo sapiens), P51787; CHO-K1 KCNQ1, FluxOR thallium flux fluorescence; stronger effect = higher value; B-score at 10 µM; 310,000 tested, 1.3% active;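 active = compounds whose thallium flux B-score, printed positive for inhibition, exceeds three library SD while starting fluorescence stays within three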;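 also: channel opened by potassium depolarization with thallium stimulus after 20 min compound exposure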
# TRPC4 potent – positive allosteric modulators of TRPC4, primary screen, cell-based, mouse TRPC4beta, HEK293 mu-opioid, Fluo-4 calcium; DAMGO EC20, Fluo-4 Ca2+ flux; stronger effect = higher value; Short transient receptor potential channel 4 (Mus musculus), Q9QUQ5; 310,000 tested, 0.42% active; B-score at 10 µM;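 active = B-score of calcium response area above 5 SD of library B-scores, with initial fluorescence ratio within 5 SD of library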;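 also: B-score of integrated fluorescence ratio over time as area under calcium response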
# KCNK3 inh – human KCNK3 channel inhibitors, primary screen, CHO cells, FluxOR thallium flux, B-score; AID 602410, 2012; 340,000 tested, 0.84% active; B-score at 10 µM; Potassium channel subfamily K member 3 (Homo sapiens), O14649; FluxOR fluorescence; stronger effect = lower value;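 active = B-score under library mean minus 4 SD, starting fluorescence ratio at most library mean plus 5 SD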;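 also: more negative B-score means stronger inhibition of thallium flux through KCNK3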
# PolyA inhibitor – polyadenylation inhibitors in yeast reporter cells, primary screen, luminescence, S. cerevisiae. S. cerevisiae SKY197-pL101 polyadenylation reporter, beta-gal luminescence; efflux-impaired pdr1/pdr3 knockout yeast; score 100 = 6 SD above DMSO. calls only at 12 µM. 300,000 tested, 0.02% active;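 active = lowest replicate activity score at least 50, where 100 means six control SD above control mean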;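 also: yeast exposed to compound for 9 h at 30 °C; higher score means more reporter readthrough which indicates perturbed polyadenylation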
# KCNQ1 pot – potentiators or activators of KCNQ1 channel, primary screen, cell-based, thallium flux, high-throughput. Potassium voltage-gated channel subfamily KQT member 1 (Homo sapiens), P51787. CHO-K1 KCNQ1, thallium flux FluxOR fluorescence; stronger effect = higher value. B-score at 10 µM. 310,000 tested, 0.35% active. AID 2648, 2010;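 active = fluorescence ratio B-score, a plate-corrected score, at least three library SD, with initial intensity B-score within 5 SD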
#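 Doses: Single concentration per compound, DMSO matched to controls | Test system: KCNQ1-transfected CHO-K1 cells | Timing: 90 min dye loading and 20 min compound exposure, both at room temperature | Measured by: Kinetic FluxOR thallium fluorescence, 10-s 1-Hz baseline, 110-s post-stimulus read | Medium: Assay buffer with matched DMSO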
# hERG rescue – hERG rescue from dofetilide block, primary screen, cell-based, CHO-hERG, FluxOR thallium flux, dofetilide IC70 | Voltage-gated inwardly rectifying potassium channel KCNH2 (Homo sapiens), Q12809 | dofetilide IC70 present | activation (rescue from dofetilide block), less the hit threshold, % at 10 µM | 310,000 tested, 0.51% active;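 active = activation above the mean of controls blocked by dofetilide plus 5 SD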;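 also: thallium influx through hERG after potassium depolarization seen as dye fluorescence rise; in these data hits start at about 4.7%; inactives centre near -7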
# TRPC4 block – inhibitors of mouse TRPC4 channel, primary screen, Fluo4 calcium, HEK293 TRPC4beta/mu-opioid cells | Short transient receptor potential channel 4 (Mus musculus), Q9QUQ5 | DAMGO-evoked Fluo4 calcium flux; stronger effect = lower value | B-score at 10 µM | 300,000 tested, 0.39% active | AID 2247, 2010;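 active = B-score over 3 SD under the library average, no early fluorescence shift, positive overall ratio signal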
#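 Signal: kinetic Fluo4 fluorescence imaging of calcium influx. Material: stable TRPC4beta/mu-opioid receptor HEK293 cells. Probe or stimulus: DAMGO in two steps, submaximal then maximal.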
# Platelet DG rel – inhibitors of platelet dense granule secretion, primary screen, cell-based, MLPCN, human platelets | human platelet-rich plasma, SFLLRN dense granule ATP release, luminescence | inhibition, %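 (compounds screened at 7.5 µM in platelet-rich plasma)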 | 300,000 tested, 0.22% active | AID 1663, 2009;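 active = mean replicate score, as percent of positive control, at or above 50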
# KCNK9 inh – KCNK9 potassium channel inhibitors, primary screen, HEK293 cells, thallium flux. FluxOR thallium flux fluorescence; stronger effect = lower value. Potassium channel subfamily K member 9 (Homo sapiens), Q9NPC2. 310,000 tested, 1.2% active. B-score at 10 µM;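 active = ratio B-score over 3 SD below the library mean, with starting fluorescence within 5 SD of its mean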;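 also: negative B-score means less thallium flux so channel inhibition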
# Dyrk1A ADPGlo – rat Dyrk1A kinase inhibitors, primary screen, biochemical, single point, plate reader. Dual specificity tyrosine-phosphorylation-regulated kinase 1A (Rattus norvegicus), Q63470. ADP-Glo luminescence, NFATc1 peptide. inhibition, % at 12.5 µM. 310,000 tested, 0.43% active; in the data active = inhibition above about 50%;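 also: plate controls were vehicle with enzyme for no effect and no enzyme for full effect; many of its hits are not listed in these tables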
# Starred values were filed as active, the others as inactive; i = inactive; x = not tested or not shown.
SMILES,TRPC4 act,KCNQ1 block,TRPC4 potent,KCNK3 inh,PolyA inhibitor,KCNQ1 pot,hERG rescue,TRPC4 block,Platelet DG rel,KCNK9 inh,Dyrk1A ADPGlo
COCCSc1nnc(NC(=O)c2ccc3c(c2)OCO3)s1,i,i,i,i,i,i,-5,i,1,i,2
CC(C)(C)OC(=O)N[C@@H](Cc1ccccc1)C(=O)N1CCC(C(=O)NCC(=O)O)CC1,i,i,i,i,i,i,-7,i,x,i,-1
Cc1onc(-c2ccccc2Cl)c1-c1nc(-c2ccccn2)no1,i,i,i,i,i,i,-6,i,-9,i,6
O=C(COc1ccccc1)N=C1SC2CS(=O)(=O)CC2N1Cc1ccccc1 (centres undefined),i,i,i,i,i,i,-6,i,1,i,3
COc1ccc(C(=O)Nc2ccc(C(=O)Nc3cccc(C)c3)cc2)cc1,i,i,i,i,i,i,-6,i,1,i,-8
Cc1ccc(-c2cc(C(F)(F)F)c(C#N)c(SCCC#N)n2)o1,i,i,i,i,i,i,-6,i,4,i,1
CCCc1[nH]nc2c1C(C1CC=CCC1)C(C#N)=C(N)O2 (centres undefined),i,i,i,i,i,i,-6,i,-3,i,2
CCCCC(=O)Nc1cccc(NC(=S)NC(=O)COc2ccccc2Cl)c1,i,i,i,i,i,i,-8,i,-1,i,-5
Cc1ccc(OCC(=O)N(Cc2cccs2)C2CCS(=O)(=O)C2)cc1C (centres undefined),i,i,i,i,i,i,-6,i,-2,i,5
O=C(Nc1ccc(Br)cc1)Nn1cnnc1,i,i,i,i,i,i,-9,i,-2,i,3
O=C(NCc1ccccc1)c1ccc2c(=O)n(CCCN3CCCC3=O)c(=S)[nH]c2c1,i,i,i,i,i,i,-11,i,2,i,0
CCOC(=O)c1cccc(NC(=O)c2ccc3c(c2)OCO3)c1,i,i,i,i,i,i,-15,i,2,i,8
CCCCn1c(SCC(=O)N2CCOCC2)nnc1-c1ccoc1C,i,i,i,i,i,i,0,i,4,i,-2
CC(=O)NS(=O)(=O)c1ccc(Nc2ccc([N+](=O)[O-])c3nonc23)cc1,i,i,i,i,i,i,-5,i,-3,i,4
COc1ccc(N2CCN(Cc3nc4c(c(=O)n(C)c(=O)n4C)n3C(C)C(C)=O)CC2)cc1 (centres undefined),i,i,i,i,i,i,-10,i,2,i,-4
Cc1ccc(S(=O)(=O)Nc2nc3ccc(S(C)(=O)=O)cc3s2)cc1,i,i,i,i,i,i,-1,i,-1,i,2
CCOC(=O)c1c(NC(=O)CSc2nnnn2-c2ccc3c(c2)OCO3)sc(C)c1C,i,i,i,i,i,i,-6,i,9,i,16
COc1cc(/C=C/C(=O)O)cc(S(=O)(=O)N2CCc3ccccc32)c1OC,i,i,i,i,i,i,-3,i,-2,i,0
Cc1cc(C)n(CCC(=O)N/N=C/c2ccc(O)cc2O)n1,i,i,i,i,i,i,-3,i,-12,i,7
COCCn1c(C(C)C)nc2ccccc21,i,i,i,i,x,i,0,i,0,i,-5

# Among those listed so far, these have an aryl thioether with sulfur outside any ring.
SMILES,TRPC4 act,KCNQ1 block,TRPC4 potent,KCNK3 inh,PolyA inhibitor,KCNQ1 pot,hERG rescue,TRPC4 block,Platelet DG rel,KCNK9 inh,Dyrk1A ADPGlo
COCCSc1nnc(NC(=O)c2ccc3c(c2)OCO3)s1,i,i,i,i,i,i,-5,i,1,i,2
Cc1ccc(-c2cc(C(F)(F)F)c(C#N)c(SCCC#N)n2)o1,i,i,i,i,i,i,-6,i,4,i,1
CCCCn1c(SCC(=O)N2CCOCC2)nnc1-c1ccoc1C,i,i,i,i,i,i,0,i,4,i,-2
CCOC(=O)c1c(NC(=O)CSc2nnnn2-c2ccc3c(c2)OCO3)sc(C)c1C,i,i,i,i,i,i,-6,i,9,i,16

# Next section
SMILES,TRPC4 act,KCNQ1 block,TRPC4 potent,KCNK3 inh,PolyA inhibitor,KCNQ1 pot,hERG rescue,TRPC4 block,Platelet DG rel,KCNK9 inh,Dyrk1A ADPGlo
O=C(Cc1c(F)cccc1Cl)Nc1ncc([N+](=O)[O-])s1,i,i,i,i,i,i,-8,i,2,i,3
O=[N+]([O-])c1cccc(S(=O)(=O)Nc2ccc(S(=O)(=O)N3CCCC3)cc2)c1,i,i,i,i,i,i,-5,i,-10,i,x
COc1ccc(N2CSC3=C(C#N)C(c4cc(OC)ccc4OC)CC(=O)N3C2)c(OC)c1 (centres undefined),i,i,i,i,i,i,-15,i,-2,i,3
Cc1nc(NCCCN2CCOCC2)c2oc3ccccc3c2n1,i,i,i,i,i,i,-5,i,1,i,4
Cc1nc2cc(C(=O)N3c4ccccc4CC3C)ccc2s1 (centres undefined),i,i,i,i,i,i,-8,i,3,i,2
Cc1nc2ccccc2c2c1C(=O)N(c1ccc(C(=O)O)cc1)C2=O,i,i,i,i,i,i,-12,i,-5,i,1
Nc1c(-c2ccccc2)cnn1-c1cccc(C(F)(F)F)c1,i,i,i,i,i,i,-2,i,-1,i,-7
C/C=C/CSc1nc2c(c(=O)[nH]c(=O)n2C)n1Cc1ccc(C)cc1,i,i,i,i,i,i,-15,i,2,i,7
CCOCCCNC(=O)c1c[nH]c2ccc(S(=O)(=O)Nc3cccc(OC)c3)cc2c1=O,i,i,i,i,i,i,-6,i,-4,i,-3
CCCNC(=O)c1ccccc1SCc1c(C)noc1C,i,i,i,i,i,i,-3,i,-8,i,-1
O=S(=O)(NC(=NC1CCCCC1)c1ccccc1)c1ccc(F)cc1,i,i,i,i,i,i,-11,i,-7,i,-14
COc1cc(NC(=O)CN(C)C2CCCCC2)c(C)cc1[N+](=O)[O-],i,i,i,i,i,i,1,i,5,i,-2
Cc1ccc(-c2csc3nc4cc(C(N)=O)ccc4c(=O)n23)cc1,i,i,i,i,i,i,-8,i,-2,i,x
Cc1nc(NC(=O)CC(C)C)sc1-c1csc(Nc2ccc(Cl)cc2Cl)n1,i,i,i,i,i,i,-14,i,6,i,8
Cc1nnc(SCC(=O)Nc2ccc(N(C)C)cc2)n(N)c1=O,i,i,i,i,i,i,-5,i,1,i,-8
CCC(C)NC(=O)Cn1c(=O)n(CCCC(=O)NCc2ccccc2Cl)c(=O)c2ccccc21 (centres undefined),i,i,i,i,i,i,-9,i,0,i,3
O=C(O)c1ccc(-c2noc(-c3ccccc3C(F)(F)F)n2)cc1,i,i,i,i,i,i,-5,i,-2,i,21
COc1ccc(N2CCN(C(=O)CCC(=O)N3CC(C)Oc4ccc(C)cc43)CC2)cc1 (centres undefined),i,i,i,i,x,i,-9,i,6,i,4
N#C/C(=C(/O)C(Cl)c1ccccc1)c1nc2ccccc2s1 (centres undefined),i,i,i,i,x,i,-19,i,-1,i,48
O=C(O)/C=C/c1cn(-c2ccccc2)nc1-c1cc2ccccc2o1,i,i,i,i,i,i,-14,i,-12,i,-3
O=[N+]([O-])c1ccc(Cl)cc1NCCCN1CCOCC1,i,i,i,i,x,i,-9,i,16,i,-40
Cc1csc(=O)n1CCC(=O)OCC(=O)c1c(N)n(C)c(=O)n(C)c1=O,i,i,i,i,i,i,-10,i,-7,i,4
COc1ccccc1C(=O)Nc1ccc(Nc2ccccc2)cc1,i,i,i,i,i,i,0,i,-11,i,x
Cc1ccc(C(=O)NCCCn2ccnc2)cc1C,i,i,i,i,i,i,-9,i,5,i,x
COc1ccc(-c2nnc(SCC(=O)NC3CCCC3)n2C)cc1,i,i,i,i,i,i,-11,i,-2,i,-3
O=C(CSc1ccccc1)Nc1ccc2sccc2c1,i,i,i,i,i,i,-1,i,-6,i,6
O=c1c(-c2ccccc2Cl)coc2c(CN3CCCCC3)c(O)ccc12,i,i,i,i,i,i,-6,i,0,i,-2
C=CCn1c(SCC(=O)Nc2ccccc2-c2ccccc2)nc2cc(C(=O)O)ccc2c1=O,i,i,i,i,i,i,-20,i,2,i,5
COc1cc(NC(=O)C2CC2)c(OC)cc1NC(=O)c1ccco1,i,i,i,i,i,i,-15,i,2,i,1
COc1ccccc1NCC(=O)N/N=C/C=C/c1ccccc1,i,i,i,i,i,i,-7,i,-2,i,1
COc1cc(/C=N/Nc2nc(C)cc(=O)[nH]2)cc(OC)c1O,i,i,i,i,i,i,-4,i,4,i,0
COc1ccc(CCNC(=O)c2ccc(CS(=O)Cc3ccc(C)cc3)o2)cc1OC (centres undefined),i,i,i,i,i,i,-10,i,5,i,5
Cc1ccccc1NC(=O)CSc1nnc(Cc2cccn2C)n1-c1ccc(F)cc1,i,i,i,i,i,i,-6,i,0,i,3
Cc1ccc(NC(=O)Nn2cnnc2)cc1Cl,i,i,i,i,i,i,-7,i,-3,i,3
COc1ccc(/C=N/Nc2nc(-c3ccc(Cl)cc3)cc(C(F)(F)F)n2)cc1OC,i,6*,i,i,i,i,-10,i,4,i,-3
O=C(Nc1cccnc1Cl)c1cc(-c2ccc(Br)cc2)on1,i,i,i,i,i,i,-7,i,-5,i,0
O=C(O)c1cccc(CN2C(=O)S/C(=C/c3cccc([N+](=O)[O-])c3)C2=O)c1,i,i,i,i,i,i,-16,i,7,i,-1
CC(=O)Nc1ccc(C(=O)CSc2nnc(C)o2)cc1,i,i,i,i,i,i,-10,i,1,i,7
CC1CCN(C(=O)COC(=O)c2cc3ccccc3cc2O)CC1,i,i,i,i,i,i,-7,i,-9,i,-3
CC(C)(C)c1ccc(N/N=C(\C#N)S(=O)(=O)C(C)(C)C)cc1,i,i,i,i,i,i,-3,i,10,i,-4
CCc1cccc(CC)c1C(O)c1cccnc1 (centres undefined),i,i,i,i,i,i,-6,i,-2,i,-8

# Some of the compounds tested. The share of hits here may be higher or lower than overall.
